Screening results from PubChem.
PLK1 PBD inh – inhibitors of human PLK1 polo-box domain binding; P53350; Plk1 PBD binding of FITC phosphopeptide, fluorescence polarization; Potency, µM, for inactives: max response, negative = inhibition, actives largely listed as inhibitors; actives 2.8% (n = 360,000); AID 720504; also: potency is read from the fitted curve at half-maximal effect; series mostly up to about 57 µM; % is scaled to controls: 0 for no effect and ±100 for the full control effect; nearly all actives have a fitted effect of over 65% in size
Target sequence (P53350 whole entry, looked up, the tested form may be a part): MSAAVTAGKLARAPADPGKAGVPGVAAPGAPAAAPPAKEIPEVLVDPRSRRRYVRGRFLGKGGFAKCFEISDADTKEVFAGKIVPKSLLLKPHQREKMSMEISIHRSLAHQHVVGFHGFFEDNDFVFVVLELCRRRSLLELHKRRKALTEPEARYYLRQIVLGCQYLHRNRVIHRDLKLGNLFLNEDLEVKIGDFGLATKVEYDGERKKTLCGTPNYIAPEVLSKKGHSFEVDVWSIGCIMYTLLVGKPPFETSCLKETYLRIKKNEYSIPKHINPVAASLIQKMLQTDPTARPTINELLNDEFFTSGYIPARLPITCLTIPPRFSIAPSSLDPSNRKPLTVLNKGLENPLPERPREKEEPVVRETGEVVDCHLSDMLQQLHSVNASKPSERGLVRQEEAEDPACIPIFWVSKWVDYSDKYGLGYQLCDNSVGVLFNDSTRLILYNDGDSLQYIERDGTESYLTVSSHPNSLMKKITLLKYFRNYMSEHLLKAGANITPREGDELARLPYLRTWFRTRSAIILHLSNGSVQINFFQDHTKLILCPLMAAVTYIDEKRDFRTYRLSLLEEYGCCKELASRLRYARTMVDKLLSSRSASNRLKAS
HEK293 tox – cytotoxic in the GLP-1 receptor inverse agonist counter-screen; actives 0.13% (n = 410,000); Potency, µM (top dose mostly 38.3 µM), inactives show at the top dose activity change, negative = inhibition, hits mostly inhibitors; HEK293 cAMP-luciferase reporter cells, luminescence, 24 h;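 also: loss of luciferase light is scored as toxicity; potency is read from the fitted curve at half-maximal effect; % is scaled to controls: 0 for no effect and ±100 for the full control effect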
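Luminescence readout: signal drop marks cytotoxicity. Plated cells grew 12 h at 37 °C, 5% CO2, received 23 nL compound for 24 h, then got luciferase reagent, read after 12 min at RT.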
IL2 activator – IL-2 activation. IL-2 activation reporter assay, cell-based qHTS; stimulated with anti-CD3/CD4/CD28 beads; in transgenic mouse T cells. activation, % (series mostly up to about 46 µM). actives 0.065% (n = 360,000). AID 652025; in the data active = activation above about 50%; inconclusive = mostly about 30% to 49%; also: 0% is about no effect
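Using fluorescent plate cytometry, EGFP and DsRed are detected in transgenic mouse T cells stimulated 18 h at 37 degrees C with antibody-coated beads after 60 min compound pretreatment.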
GLP1R inv ag – inverse agonists of human GLP-1 receptor; P43220; HEK293 GLP-1R CRE-luciferase, luminescence, 24 h; GLP-1R form is constitutively active; Potency, µM (titrated, usually from 38.3 µM), for inactives: at the highest dose activity change, negative = inhibition, actives largely listed as inhibitors; actives 1.6% (n = 410,000); also: potency is read from the fitted curve at half-maximal effect; % is scaled to controls: 0 for no effect and ±100 for the full control effect; nearly all actives have a fitted effect of over 55% in size
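Inverse agonists were sought by their lowering of basal cAMP reporter luciferase output in HEK293 cells stably carrying constitutively active human GLP-1R, after 24 h compound treatment.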
GLP1R ag – GLP-1 receptor (human) agonism; P43220; AID 624172; HEK293 GLP-1R CRE-luciferase, luminescence, 4-6 h; cells express a hypersensitive GLP-1R form; actives 0.007% (n = 380,000); Potency, µM (top dose mostly 45.6 µM), for inactives: at the top dose activation, most hits filed as activators; also: potency is read from the fitted curve at half-maximal effect; % of control where 0% means no effect
PI5P4Ka inh – blocks human PI5P4K alpha kinase activity; PI5P4Kalpha enzyme, ADP-Glo luminescence, 60 min; hits give low values; P48426; AID 652105; actives 1.2% (n = 330,000); max response, %; active = max response of -50% or lower; inconclusive = between -30% and -50%; inactive = -30% or higher; also: value at the top dose of about 77 µM; % is scaled to controls: 0 for no effect and ±100 for the full control effect
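Luminescence from ADP-Glo served as readout of PI5P4Kalpha activity in a qHTS format. Reaction: enzyme, substrate, compound, ATP at 5 microM final, 60 min at RT.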
D3 antag – D3 dopamine receptor (human) antagonism | D3R cells, DiscoveRx beta-arrestin luminescence, antagonist mode; hits give low values | max response, negative = inhibition, % | actives 2.5% (n = 360,000); in the data active = max response below about -50%; inconclusive = no clear call, values can overlap the other calls; also: % is scaled to controls: 0 for no effect and ±100 for the full control effect; mostly tested at two doses, the higher about 12 µM
Target sequence (P35462 whole entry, looked up): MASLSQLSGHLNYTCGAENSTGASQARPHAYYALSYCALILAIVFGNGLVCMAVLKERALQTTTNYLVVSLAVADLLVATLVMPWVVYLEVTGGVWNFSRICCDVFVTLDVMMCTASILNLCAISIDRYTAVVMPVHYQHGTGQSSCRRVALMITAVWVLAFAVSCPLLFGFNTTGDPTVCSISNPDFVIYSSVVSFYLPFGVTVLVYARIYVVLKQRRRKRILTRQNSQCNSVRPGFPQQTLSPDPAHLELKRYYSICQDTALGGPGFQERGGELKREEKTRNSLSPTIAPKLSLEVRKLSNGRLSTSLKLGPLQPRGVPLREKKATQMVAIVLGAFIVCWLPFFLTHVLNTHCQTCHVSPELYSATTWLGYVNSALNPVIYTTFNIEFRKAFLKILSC
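Cells expressing the human receptor were seeded at 1500 cells/well, incubated overnight at 37 degrees C in 5% CO2, then exposed to library compounds with dopamine controls for 90 minutes at 37 degrees C before luminescent detection.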
D3 ag – activates the human D3 dopamine receptor; actives 0.58% (n = 410,000); D3R DiscoveRx beta-arrestin cells, luminescence, 90 min; P35462; max activation, %; in the data active = max activation above about 30%; also: 0% is about no effect; mostly tested at two doses, the higher about 12 µM
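Cells at 1500/well, incubated overnight, then treated with pinned compounds (dopamine as control) for 90 min at 37 degrees C. DiscoveRx reagent added for 30 - 60 minutes at room temperature; luminescence read.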
WRN inhibitor – blocks human WRN helicase; actives 0.46% (n = 360,000); WRN helicase unwinding, fluorescent forked duplex, kinetic; Potency, µM (highest dose often 114 µM), without a hit: top-dose activity change, negative = inhibition, usual class: inhibitors; also: potency is read from the fitted curve at half-maximal effect; % is scaled to controls: 0 for no effect and ±100 for the full control effect; nearly all actives have a fitted effect of over 55% in size
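Kinetic red-fluorescence monitoring (525/598 nm) tracks WRN helicase activity after 100 nM fluorophore-quencher forked duplex and 2 mM ATP are added to 20 nM enzyme pretreated 15 min at room temperature with compound.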
* marks the source's active call; other numbers are inactive results; ? = inconclusive; · = not tested or not shown; & = joins results of further samples; [ ] = dose if it differs, or a comment. Unless noted, calls follow the shape of the dose curve; as a rule, active = well fitted curve in the direction sought with a large enough effect; inconclusive = small, poorly fitted or top-dose-only effect, or another doubt; inactive = no such curve, though single readings can be large; an effect the other way counts as inactive or inconclusive.

SMILES	PLK1 PBD inh	HEK293 tox	IL2 activator	GLP1R inv ag	GLP1R ag	PI5P4Ka inh	D3 antag	D3 ag	WRN inhibitor
O=C(CCc1nc(-c2ccccc2)c(-c2ccccc2)o1)OCc1ccc(Br)cc1	-9%	10%	-3.5	0%	18%	·	-11	-16	-3%
COc1cc(CN(C)C)cc(C=O)c1O	-9%	-5%	0.8	-6%	1%	-12	3	-3	-31%
COc1cc2c(cc1OC)C(c1cc([N+](=O)[O-])ccc1O)NCC2 (centres undefined)	1%	-25%	0.5	5%	-7%	-2	-1	1	1%
O=S(=O)(NCCCc1ccccc1)c1ccc(Cl)cc1	-4%	8%	-3.2	0%	8%	9	38	-5	-21%
Cc1ccc(S(=O)(=O)NC(=O)Nc2ccc(N(C)C)cc2)cc1	-13%	-33%	-2.9	12%	-5%	-27	-18	1	1%
Cc1c(C)c2ccc(OCC(=O)NCCCn3ccnc3)c(C)c2oc1=O	-9%	8%	-3.7	42%[activator]	8%	-4	-15	-6	-7%
Cc1ccc(C(=O)NC(C(=O)NC2CCCC2)c2ccccc2)cc1 (centres undefined)	4%	5%	-0.7	-25%	14%	-1	12	-10	9%
Cc1ccccc1NC(=O)Cn1c(=O)oc2ccccc21	-6%	2%	3.2	5%	0%	0	-2	1	5%
CCOC(=O)C1=C(COC(=O)CCOc2ccc(OCC)cc2)NC(=O)NC1C (centres undefined)	-1%	2%	-0.6	32%[activator]	-1%	4	28	6	2%
COc1cc(/C=C/C(=O)OCC(=O)NC(=O)NC(C)(C)C)ccc1O	3%	0%	-1.0	12%	-1%	7	0	7	-12%
Cc1cc(C)n(-c2ccc(Cl)c(C(=O)OCC(=O)N3CCCCC3C)n2)n1 (centres undefined)	-4%	-10%	0.9	-10%	14%	2	0	-14	0%
CCCNC(=O)C(Cc1ccccc1)NS(=O)(=O)c1cccc2nsnc12 (centres undefined)	-9%	28%	1.8	0%	1%	·	-14	-11	9%
CS(=O)(=O)N1CCCC(C(=O)Nc2ccccc2Cl)C1 (centres undefined)	-7%	1%	-4.0	13%	5%	3	2	-4	14%
CC1CCN(C(C)C(=O)Nc2cc(S(=O)(=O)N3CCCCC3)ccc2Cl)CC1 (centres undefined)	2%	-8%	5.8	-4%	1%	-3	-9	-23	3%
CCCNC(=O)C1CC(c2cccc(F)c2)=NO1 (centres undefined)	-9%	7%	-0.2	7%	17%	3	1	-9	3%
CC(C)c1ccc(N2CC(C)(C)C2=O)cc1	-8%	-4%	-0.6	11%	7%	-1	2	10	-2%[57.1 µM]
CCCCn1c(N)c(N(CC(C)C)C(=O)CSc2nn(-c3ccc(F)cc3)c(=S)s2)c(=O)[nH]c1=O	2%	-3%	-0.2	-19%	4%	5	-8	-4	1%
CCCCNC(=S)N/N=C/c1ccc(OCC(=O)Nc2c(C)cc(C)cc2C)c(OC)c1	-5%	-3%	-0.2	-4%	7%	-8	0	4	10%
O=C(Nc1nsc(-c2ccccc2)n1)c1cccs1	-2%	-4%	-1.5	?	-24%	-9	-4	-2	-10%[57.1 µM]
CCOC(=O)C1=C(C)NC(=O)NC1c1ccccc1Cl (centres undefined)	-3%	-8%	1.4	-4%	5%	3	5	0	3%

Reprinted from the results shown, 13 compounds:
SMILES	PLK1 PBD inh	HEK293 tox	IL2 activator	GLP1R inv ag	GLP1R ag	PI5P4Ka inh	D3 antag	D3 ag	WRN inhibitor
O=C(CCc1nc(-c2ccccc2)c(-c2ccccc2)o1)OCc1ccc(Br)cc1	-9%	10%	-3.5	0%	18%	·	-11	-16	-3%
COc1cc(CN(C)C)cc(C=O)c1O	-9%	-5%	0.8	-6%	1%	-12	3	-3	-31%
COc1cc2c(cc1OC)C(c1cc([N+](=O)[O-])ccc1O)NCC2 (centres undefined)	1%	-25%	0.5	5%	-7%	-2	-1	1	1%
O=S(=O)(NCCCc1ccccc1)c1ccc(Cl)cc1	-4%	8%	-3.2	0%	8%	9	38	-5	-21%
Cc1ccc(S(=O)(=O)NC(=O)Nc2ccc(N(C)C)cc2)cc1	-13%	-33%	-2.9	12%	-5%	-27	-18	1	1%
Cc1c(C)c2ccc(OCC(=O)NCCCn3ccnc3)c(C)c2oc1=O	-9%	8%	-3.7	42%[activator]	8%	-4	-15	-6	-7%
Cc1ccc(C(=O)NC(C(=O)NC2CCCC2)c2ccccc2)cc1 (centres undefined)	4%	5%	-0.7	-25%	14%	-1	12	-10	9%
Cc1ccccc1NC(=O)Cn1c(=O)oc2ccccc21	-6%	2%	3.2	5%	0%	0	-2	1	5%
CCOC(=O)C1=C(COC(=O)CCOc2ccc(OCC)cc2)NC(=O)NC1C (centres undefined)	-1%	2%	-0.6	32%[activator]	-1%	4	28	6	2%
COc1cc(/C=C/C(=O)OCC(=O)NC(=O)NC(C)(C)C)ccc1O	3%	0%	-1.0	12%	-1%	7	0	7	-12%
Cc1cc(C)n(-c2ccc(Cl)c(C(=O)OCC(=O)N3CCCCC3C)n2)n1 (centres undefined)	-4%	-10%	0.9	-10%	14%	2	0	-14	0%
CCCNC(=O)C(Cc1ccccc1)NS(=O)(=O)c1cccc2nsnc12 (centres undefined)	-9%	28%	1.8	0%	1%	·	-14	-11	9%
CS(=O)(=O)N1CCCC(C(=O)Nc2ccccc2Cl)C1 (centres undefined)	-7%	1%	-4.0	13%	5%	3	2	-4	14%

Continuation.
SMILES	PLK1 PBD inh	HEK293 tox	IL2 activator	GLP1R inv ag	GLP1R ag	PI5P4Ka inh	D3 antag	D3 ag	WRN inhibitor
C=CCSc1nnc(NC(=O)Cn2cnc3c2c(=O)n(C)c(=O)n3C)s1	0%	-1%	0.4	-5%	0%	-8	3	11	0%
COc1ccccc1CC(NC(C)=O)C(=O)NC1CCN(C(=O)Nc2ccc(F)cc2)CC1 (centres undefined)	5%	1%	0.8	17%	1%	-5	11	5	3%
CC(C)(C)NC(=O)C(C1CC1)n1c(-c2ccccc2)nc2ccccc21 (centres undefined)	0%	-1%	0.9	1%	·	-1	3	-7	5%
COc1ccc(N2C(=O)C3C(C2=O)C2C=CC3C23CC3)c(OC)c1 (centres undefined)	-15%	-13%	0.4	6%	-5%	0	2	-3	14%
CSc1cccc(CN2CCN(CCC(C)C)C(CCO)C2)c1 (centres undefined)	-7%	-3%	0.3	-18%	0%	6	-51*	-13	-6%
FC(F)(F)c1ccccc1Cc1c(-c2cccc(Cl)c2)nc2ccc(Br)cn12	4%	1%	0.3	31%[activator]	-1%	3	15	6	-6%
Cc1cccc(OCc2nnc(N)s2)c1	27µM*	6%	-0.4	8%	-8%	·	-7	3	1%
O=C(/C=C/c1ccc(F)cc1)N1CCN(Cc2ccccc2)CC1	4%	5%	-0.7	-9%	17%	3	-69*	-20	3%
Cc1cccc(N(CC(=O)NC2CCCC2)C(=O)CCC(=O)Nc2ccccn2)c1	-3%	-4%	-1.2	-18%	8%	5	-12	-3	-1%
Cc1nn(CC(C)C)c2sc(C(=O)NC3CC(C)(C)NC(C)(C)C3)cc12	-14%	4%	-1.3	?	-1%	0	3	5	1%
Cc1ccccc1NS(=O)(=O)c1ccc(C(=O)N2CCC2)cc1	-6%	19%	-1.3	-3%	7%	-5	-19	-11	9%
CC(C)CNC(=O)CC(=O)N/N=C/c1ccc(Br)cc1	-3%	?	0.2	-1%	-6%	·	-18	-22	-8%
[N-]=[N+]=NC[C@H](Cc1ccccc1)N1CC[C@@H](OCc2ccccc2)CCC1=O	-16%	4%	-0.2	11%	10%	-4	-18	-7	-4%
COc1ccc(N2CCN(c3ncnc4scc(-c5ccc(C)cc5)c34)CC2)cc1	-22%	3%	-0.4	2µM*	10%	8	16	3	0%
CC(C)(C)C(=O)COc1ccccc1[N+](=O)[O-]	-2%	0%	1.1	16%	-2%	4	3	0	-9%
C/C(NCCc1ccccc1)=C1/CCOC1=O	5%	-11%	-1.1	13%	2%	-4	10	17	5%
COc1ccccc1/C=C/C(=O)OCC(=O)NC1CCCCCC1	-15%	3%	-0.1	-12%	12%	3	0	-3	-32%
CCCCn1c(-c2ccccc2)nnc1-c1ccccc1	-4%	0%	-2.5	?	4%	4	-12	-2	-10%
COc1ccc(C2=[N+]([O-])C(C)(C)C(c3ccccc3)=N2)cc1	-14%	-4%	-0.1	?	13%	-4	0	4	-5%
COc1ccc(CNc2ncnc3cc(OC)c(OC)cc23)cc1OC	-5%	6%	1.4	61%[activator]	23%	-5	?	-5	0%
CCCCOC(=O)c1ccc(O)cc1	0%	-28%	-1.4	6%	-5%&4%	-3	-13	0&-16	2%
CCOC(=O)c1cnn(-c2cc(Oc3cccc(C)c3)ncn2)c1N	-4%	-6%	-0.4	2%	0%	14	73	4	11%
Cc1ccc(C(=O)OCCOc2cccc(Cl)c2)cc1S(=O)(=O)N1CCOCC1	0%	0%	-5.1	?	23%	6	5	0	-6%
CC(=O)Nc1ccc(CN(C)c2c(C)nc3ccc(C(=O)NCCCN4CCCC4=O)cn23)cc1	-8%	-1%	-0.4	3%	-4%	2	3	2	8%[57.1 µM]
Cc1nc(Nc2ccccc2C)c2cnn(C)c2n1	2%	25%	-0.3	145%[activator]	?	8	9	3	-12%
CN(C)c1ccc(/C=N/NC(=O)CNC(=O)/C=C/c2ccccc2)cc1	-6%	9%	-0.2	-7%	-13%	-20	-28	-6	-22%
O=C1c2c(-c3ccc(Br)cc3)noc2CCN1Cc1cn(-c2ccc(Cl)cc2)nn1	6%	-5%	-1.0	?	·	8	30	6	-1%
